# High-throughput results as filed in PubChem BioAssay.
# CRFBP-R2 agonist = agonists of human CRF-binding protein/CRF-R2 receptor complex. 350,000 tested, 0.46% active. HEK293 CRF-R2/CRF-BP, calcium dye fluorescence (FLIPR); percent of saturating CRF peptide response. activation, % at 13.2 µM. AID 588473;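 active = activation of at least 50%, plus an integration ratio under a set limit after plate pattern correction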;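 also: plate controls were neutral control wells without compound for no effect and CRF at EC100 for full effect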
# CRFR2-BP antag = CRF-BP/CRF-R2 complex antagonism; HEK293 CRF-R2/CRF-BP, CRF-induced calcium fluorescence; inhibition, % at 11.8 µM; 350,000 tested, 0.59% active;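 active = inhibition of the ligand-induced calcium signal above about 50% at the single tested concentration, limit read from the data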
# IDE inh = cellular human IDE inhibition | P14735 | HEK cells, FAbetaB cleavage, fluorescence polarization | inhibition, % at 5.59 µM | 320,000 tested, 0.41% active | AID 434962;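 active = percent inhibition above the average of all tested compounds plus 3 SD, set per screening campaign, cut at about 16% in these data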;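 also: IDE supplied by intact live HEK cells; FP after avidin binding of uncleaved biotin substrate so inhibition keeps polarization high; 0% = DMSO wells and 100% = 60 µM reference IDE inhibitor Ii1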
# CHRM5 antagonist = CHRM5 antagonism in calcium assay. P08912. CHO-hM5 cells, Fluo-8 calcium fluorescence, ACh EC80. inhibition, % at 3 µM. 360,000 tested, 0.59% active;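 active = inhibition above a per-plate cutoff, the mean of that plate's test compounds plus 3 SD, cut at about 27% in these data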;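 also: 0% = acetylcholine EC80 with DMSO and 100% = DMSO without agonist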
# Target sequence (P08912 whole entry, looked up): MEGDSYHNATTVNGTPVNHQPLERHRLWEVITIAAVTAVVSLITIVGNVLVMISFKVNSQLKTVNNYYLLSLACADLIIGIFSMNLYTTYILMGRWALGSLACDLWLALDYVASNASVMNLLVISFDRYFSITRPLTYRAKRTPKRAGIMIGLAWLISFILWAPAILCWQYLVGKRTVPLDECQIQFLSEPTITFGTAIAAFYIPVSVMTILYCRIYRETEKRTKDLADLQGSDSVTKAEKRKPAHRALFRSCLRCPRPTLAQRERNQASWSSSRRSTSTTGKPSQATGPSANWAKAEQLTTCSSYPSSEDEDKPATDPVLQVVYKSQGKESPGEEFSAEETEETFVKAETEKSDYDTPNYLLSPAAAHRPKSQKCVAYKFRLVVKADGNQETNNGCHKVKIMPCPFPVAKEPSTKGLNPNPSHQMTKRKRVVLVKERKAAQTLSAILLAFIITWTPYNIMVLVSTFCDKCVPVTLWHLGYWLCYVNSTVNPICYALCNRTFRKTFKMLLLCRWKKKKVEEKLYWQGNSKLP
# M5 ag = agonists of human muscarinic M5 receptor (CHRM5) | activation, % at 3 µM | CHO-K1 hM5 cells, Fluo-8 calcium fluorescence; 0% DMSO wells, 100% maximal acetylcholine response | P08912 | 360,000 tested, 0.19% active;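 active = activation above the run's mean over test compounds plus 3 SD, cut at about 23% in these data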;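 also: signal is peak over basal fluorescence ratio across the kinetic read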
# CHRM4 PAM = CHRM4 positive allosteric modulation. P08173. CHO-K1 hM4/Gqi5, Fluo-8 calcium fluorescence, ACh EC20; 0% = ACh EC20, 100% = maximal ACh. activation, % at 3 µM. 360,000 tested, 0.4% active;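 active = activation above its plate's cutoff, the mean activation of sample wells plus 3 SD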; also: some results filed as inactive read as strong as hits
# Target sequence (P08173 whole entry, looked up): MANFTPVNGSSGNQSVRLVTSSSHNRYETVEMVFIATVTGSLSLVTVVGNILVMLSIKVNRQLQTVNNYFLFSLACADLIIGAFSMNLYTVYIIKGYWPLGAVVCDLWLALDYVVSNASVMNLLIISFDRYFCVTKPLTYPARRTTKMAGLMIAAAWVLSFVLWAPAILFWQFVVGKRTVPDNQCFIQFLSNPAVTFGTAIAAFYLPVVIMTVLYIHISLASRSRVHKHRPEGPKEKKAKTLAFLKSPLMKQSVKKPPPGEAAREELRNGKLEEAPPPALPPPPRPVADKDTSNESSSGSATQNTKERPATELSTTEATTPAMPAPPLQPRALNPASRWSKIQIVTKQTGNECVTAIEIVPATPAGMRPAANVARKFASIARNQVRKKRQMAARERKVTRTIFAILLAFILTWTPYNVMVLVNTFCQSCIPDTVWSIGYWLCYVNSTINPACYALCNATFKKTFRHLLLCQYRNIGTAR
# CHRM5 PAM = positive allosteric modulators of human muscarinic M5 receptor; CHO-K1 hM5, Fluo-8 calcium, ACh EC20 PAM; 0% = ACh EC20, 100% = ACh EC100; AID 624038; P08912; 360,000 tested, 0.3% active; activation, % at 3 µM;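 active = activation above the run cutoff, the mean activation of all test compounds plus 3 SD, cut at about 18% in these data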
#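 Assay system – human M5 receptor in CHO-K1 cells · Read-out – % activation, ACh-normalized · Technique – Fluo-8 calcium fluorescence · Dosing – single-point, 3 µM nominal · Incubation – Fluo-8 loading 80 min at 37 °C plus 30 min room temperature · Repeats – singlicate, one well per test compound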
# CHRM4 agonist = CHRM4 agonism in calcium assay; activation, % at 3 µM; P08173; 360,000 tested, 0.14% active; CHO-K1 hM4/Gqi5, Fluo-8 calcium fluorescence; vehicle 0%, full acetylcholine response 100%; AID 624127;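 active = activation above the run mean over all test wells plus 3 SD, cut at about 32% in these data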;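 also: peak over basal fluorescence ratio per well then scaled between controls; 0% = DMSO wells and 100% = acetylcholine at EC100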
# M4 antag = blocks acetylcholine activation of human M4 receptor. P08173. CHO-hM4 cells, ACh EC80, Fluo-8 calcium fluorescence. inhibition, % at 3 µM. 360,000 tested, 0.73% active. AID 624125;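 active = inhibition above its plate's cutoff, the mean inhibition of sample wells plus 3 SD, cut at about 27% in these data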;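 also: 0% = acetylcholine EC80 with DMSO and 100% = DMSO without agonist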
# Starred values were filed as active, the others as inactive; · = no result given; & = joins results of further samples.
Structure	CRFBP-R2 agonist	CRFR2-BP antag	IDE inh	CHRM5 antagonist	M5 ag	CHRM4 PAM	CHRM5 PAM	CHRM4 agonist	M4 antag
CCOc1cc(C)ccc1OCc1nnc(SCC(=O)c2cccc([N+](=O)[O-])c2)n1CC	1.2	27	-7	9	0	1	-2	1	-4
CC(C)c1ccc(-c2nc(N3CCCCCC3)nc3n[nH]c(N)c23)cc1	7.5	-62	-2	-5	3	9	0	0	-16
Fc1ccc(CN2CCC(Cc3ccccc3)CC2)cc1F	-1.5	-15	·	-8	-21	-11	-6	-2	-2
Cc1ccc(Cl)c(OCCN2CCc3ccccc3C2)c1	0.5	-18	-9	7	0	-3	-5	0	-7
COc1ccc(N2C(=O)C3C4C=CC(C4)C3C2=O)nn1 (configuration not stated)	-1.6	-14	3	1	-1	6	2	0	-1
CCCCOC(=O)n1c(=S)oc2cc(Cl)ccc21	1.6	-8	-6	3	-6	-1	-2	1	1
Cc1c(N=C2C=CC(=O)c3ccccc32)c(=O)n(-c2ccccc2)n1C	-1.3	6	·	-7	-2	-13	2	1	12
Cc1c(NC(=O)Cn2cc([N+](=O)[O-])cn2)c(=O)n(-c2ccccc2)n1C	-2.3	2	2	3	-4	6	2	1	1
CN1CCN(C(=O)COCc2cc(-c3ccc4c(c3)OCO4)on2)CC1	1.8	-10	3	3	-5	-4	1	1	2
C[C@H](CO)N1C[C@H](C)[C@@H](CN(C)S(=O)(=O)c2cccs2)Oc2c(NC(=O)Nc3ccc4c(c3)OCO4)cccc2C1=O	-2.9	-5	3	7	-3	3	-13	11	-8
Cc1cc(C)n(CC(O)Cn2c3ccccc3c3ccccc32)n1 (configuration not stated)	-0.7	-3	-6	-4	-3	6	3	9	0
COc1ccc(OC)c(S(=O)(=O)N/N=C\c2ccc3c(c2)OCO3)c1	-0.4	4	-2	6	-1	1	-1	1	7
CC1Cc2ccccc2N1C(=O)CCS(=O)(=O)c1cccs1 (configuration not stated)	1.3	-22	4	-6	3	12	2	2	-7
O=C(Nc1cc(S(=O)(=O)Nc2ccccc2Cl)ccc1O)c1cc2c(s1)CCCC2	-2.0	3	4	1	1	-8	-2	1	-4
COc1ccc(S(=O)(=O)N(Cc2cccs2)C2CCCC2)cc1	-0.4	19	5	-10	-12	-4	-13	-1	-2

# Next part; the last 2 above are carried over.
Structure	CRFBP-R2 agonist	CRFR2-BP antag	IDE inh	CHRM5 antagonist	M5 ag	CHRM4 PAM	CHRM5 PAM	CHRM4 agonist	M4 antag
O=C(Nc1cc(S(=O)(=O)Nc2ccccc2Cl)ccc1O)c1cc2c(s1)CCCC2	-2.0	3	4	1	1	-8	-2	1	-4
COc1ccc(S(=O)(=O)N(Cc2cccs2)C2CCCC2)cc1	-0.4	19	5	-10	-12	-4	-13	-1	-2
Cc1ccc(C)c(N(C)C(=O)c2coc(=O)c3ccccc23)c1	1.1	-1	-5	-2	-4	7	3	0	-9
CC(=O)C1=CCC(c2ccccc2)N(S(=O)(=O)c2ccccc2C)C1 (configuration not stated)	·	·	·	10&-5	-1&-3	3&11	-1&0	0&1	-10&-14
c1ccc(OCCOCCOc2ccccc2)cc1	-3.2	8	·	10	-3	0	-4	0	0
N#Cc1ccccc1Cn1c(=O)oc2ccccc21	-0.3	4	-4	0	-3	0	5	1	-11
CCOc1cccc2sc(N3CCN(C(=O)c4ccc5ncsc5c4)CC3)nc12	0.3	5	0	4	0	14	1	2	1
O=C(C[n+]1ccccn1)c1ccccc1	-1.4	18	2	-16	5	2	3	0	2
Cc1nc2sc(C(=O)OCC(=O)N3c4ccccc4CC3C)c(C)c2c(=O)[nH]1 (configuration not stated)	-1.4	-7	-2	-3	0	7	9	1	-2
Cc1ccc(/C=N\Nc2cn[nH]c(=O)c2Cl)cc1	-1.9	-15	4	1	-7	2	2	-3	-4
O=C(NCC1CCCO1)C1c2ccccc2C(=O)N1C1CCCCCC1 (configuration not stated)	-2.1	-10	7	0	-3	3	4	1	0
O=[N+]([O-])c1ccc(N=Cc2sc3ccccc3c2O)cc1	24	-56	17*	8	6	-6	-6	6	4
CCn1c(=O)c(C(=O)NCCCc2ccccc2)c(O)c2ccccc21	2.9	1	·	4	1	0	1	0	3
NS(=O)(=O)c1ccc(CNC(=O)c2ccc(Br)o2)cc1	-1.5	17	0	-8	-6	2	7	0	2
CC(=O)N1CCN(C(=O)c2c(-c3ccccc3)noc2C)CC1	-1.1	4	5	-1	1	10	1	0	-15
NNC(=S)NCc1ccco1	-0.2	-1	1	14	3	-20	-1	14	15
CC(C)NC(=O)c1c(CSc2ccccc2)noc1C(=O)NCc1ccccc1	1.6	5	1	-1	-5	6	4	2	-10
CCOC(=O)c1c(S(=O)(=O)NCC(=O)Nc2ccc(F)cc2)c(C)n(C)c1C	-0.4	-7	1	-7	-3	8	1	1	-7
C1=C[C@H]2CCCN3CC[C@@H]([C@@H]2[C@]32CO2)[C@H]1CCOCc1ccccc1	·	·	·	4	-3	-4	-7	3	0
O=C1CC(c2ccc(S(=O)(=O)Nc3cc(C(F)(F)F)cc(C(F)(F)F)c3)cc2)CN1 (configuration not stated)	-2.9	-10	8	-7	0	2	2	1	15
COc1cc(OC)cc(-c2nnc(NC(=O)CCS(=O)(=O)c3ccc(F)cc3)o2)c1	-0.3	-3	9	0	0	11	-3	1	-1
O=S(=O)(NC1CCCCC1Nc1ccc(Cl)cc1)c1ccccc1 (configuration not stated)	-5.2	4	2	5	-2	-6	-9	1	-4
S=C(NC1CCCC1)N1CCN(c2ncccn2)CC1	-0.5	-4	-1	-2	0	2	0	1	2
Cc1ccc(C2N=C(N)Nc3nc4ccccc4n32)cc1 (configuration not stated)	-0.2	4	-2	-3	-9	0	8	0	4
COc1ccc(Nc2nc3cc(-c4ccsc4)sc3c(=O)n2C)cc1OC	·	·	·	1	-1	-1	3	3	2
COc1ccc(S(=O)(=O)N2CCCN(CC(=O)Nc3ccccc3F)CC2)cc1	-0.6	-7	3	0	0	-5	3	5	-11
COc1ccc(NC(=O)CCCCCN2C(=O)c3ccccc3C2=O)c(OC)c1	0.3	-15	2	4	1	-5	-6	1	11
O=C(Nc1ccccc1Cl)c1ccc2nccnc2c1	1.0	2	2	6	-3	1	3	2	-8
CCOC(=O)C1CCCN(C(=O)CCCn2nc(C)n3c(cc4sccc43)c2=O)C1 (configuration not stated)	-4.8	32	6	4	5	-2	-4	1	4
Cc1ccc(-c2nc(=S)c3c(n2Cc2ccco2)CCCC3)cc1	2.9	-17	·	0	0	6	3	-1	11
COc1ccc(NC(=O)CNCc2ccc(Cl)cc2)cc1S(=O)(=O)N1CCOCC1	0.0	3	-2	11	1	12	-4	3	-11
CC(Sc1ccccc1)C(=O)NN=C1CCCCCCC1 (configuration not stated)	1.1	0	-3	10	-1	-3	5	0	7
CCOc1cc2ccccc2cc1C(=O)Nc1ccccn1	1.1	-4	6	5	-1	-6	3	0	3
COC(=O)C1=C(C)N(C)C(=O)NC1c1cc(Cl)c(O)c(OC)c1 (configuration not stated)	-0.9	4	-1	10	-1	3	-3	1	3
CCN(CC)S(=O)(=O)c1ccc(N2CCOCC2)c(NC(=O)C(C)(C)C)c1	-1.3	1	-8	2	-2	-14	-1	1	-1
CC(C)(C)NC(=O)NC(=O)COC(=O)C1=COCCO1	1.4	-17	3	-3	2	10	36*	0	9
O=C1Nc2ccccc2SC1=Cc1ccccc1	24	-23	·	-14	1	5	5	0	-16
C=CCNC(=S)N/N=C/c1ccc(-c2cccc([N+](=O)[O-])c2)o1	1.3	5	-2	-4	-2	-1	2	1	-1
Cc1ccc(NS(=O)(=O)c2ccc(-c3coc(C)n3)cc2)c(Cl)c1	-0.9	1	·	0	4	-8	-10	8	-12
COc1ccc(Br)c2c1C(=O)CC2	-0.3	2	0	-17	-3	8	5	1	-31
Cc1ccnc(NC(=O)C2CCN(S(=O)(=O)c3ccc(Cl)c(C(F)(F)F)c3)CC2)c1	1.2	-8	-6	4	2	8	1	1	-9
CCn1cc(C(=O)N[C@@H](C)C(=O)NCCCO)c(=O)c2cc3c(cc21)OCO3	-1.5	-2	·	3	-3	-4	2	0	1
C[C@H](CO)N1C[C@H](C)[C@@H](CN(C)C(=O)NC2CCCCC2)Oc2c(NC(=O)c3ccncc3)cccc2C1=O	-0.1	0	10	9	0	9	-2	-1	0
CCOc1ccc(CNS(=O)(=O)c2cccs2)cc1OCC	3.1	-13	-1	-1	1	6	3	2	-2
Cn1c(=O)[nH]c(=O)c2c1nc(N1CCCC1)n2CCCSc1nnnn1-c1ccccc1	-1.4	-9	5	1	-2	4	0	1	-1
Cc1nn2c(-c3ccncc3)ccnc2c1Cl	0.6	25	6	2	-1	-8	8	1	3
Cn1c(N2C(=O)CC(Cc3ccccc3)C2=O)nc2ccccc21 (configuration not stated)	2.1	0	4	0	-1	0	4	0	8
Cc1cccc(NC(=O)C(=O)NCc2ccc3c(c2)OCO3)c1C	1.0	-7	-10	-5	-1	-3	-4	0	4
Fc1ccc(CNC(=S)NC2CCCC2)cc1	-0.3	8	4	12	-1	-6	-7	-1	5
Cn1c(SCc2cc(=O)[nH]c(C(C)(C)C)n2)nnc1C(F)(F)F	1.1	-6	0	13	2	-21	-17	13	12
CCc1cccc(C)c1NC(=S)NCc1ccc2c(c1)cc(C)n2C	-3.1	11	3	2	0	3	-1	2	0
ONC(=Nc1ccc(Cl)cc1)c1ccc(Cl)cc1	-0.8	-2	2	2	0	-5	2	-1	3
Cc1ccc(S(=O)(=O)CCN2CCC(n3cccc3)CC2)cc1	0.8	-3	0	12	0	2	-6	0	-20
CSc1nc(C)c(CCO)c(=O)[nH]1	-1.3	9	-3	15	-1	12	8	1	-6
CC(NC(=S)NCc1ccccc1)C12CC3CC(CC(C3)C1)C2 (configuration not stated)	0.2	-22	1	7	-3	4	-2	0	-2
CC1CC(=O)c2cc(-c3ccccc3)oc2C1 (configuration not stated)	0.1	-8	·	-1	0	1	-5	3	9
CC(Oc1ccccc1)C(=O)N1CCCc2ccccc21 (configuration not stated)	-0.4	-13	5	1	0	-3	-1	0	6
CCCC(C)C(=O)OCC(=O)Nc1c(Br)cc(C)cc1Br (configuration not stated)	0.2	10	6	7	-4	1	-2	0	2
Cc1cc(NC(=O)Nc2cc(F)ccc2F)no1	3.2	-34	-3	7	-2	2	-7	3	-18
Cc1ncc([N+](=O)[O-])n1CC(=O)Nc1ccc(Br)cc1	3.6	-3	1	14	-2	2	-2	1	-4
COc1ccc(CN2CCN(c3ncccn3)CC2)c(C)c1C	-3.2	17	4	12	-11	-7	0	-1	-5
Cn1c(=O)c2c(nc(OCc3ccccc3)n2C)n(C)c1=O	-0.4	-9	2	4	1	1	-6	2	-7
O=[N+]([O-])c1ccc(O)c(Nc2ncnc3ccc(Br)cc23)c1	52*	66*	-2	-4	7	4	-4	5	4
CC(=O)c1sc(C(C)(C)C)cc1NC(=O)/C=C/C(=O)O	-1.5	1	-6	7	2	-4	1	0	12
